M. tuberculosis: growth inhibition of non-replicating M. tuberculosis (AID 488890). Mycobacterium tuberculosis non-replicating, growth inhibition; higher % means a stronger effect. 0.39% of 320,000 active. inhibition, % at 25 µM; hits with a dose series show IC50 in µM; in the data active = a potency from the dose series; inconclusive = inhibition mostly from about 82% at the one dose, without a potency; inactive = the rest, 99 in 100 with inhibition below about 76%;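 also: plate controls were DMSO cells for no effect and high antibiotic wells for full effect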
H1N1 NS1A inhibition: NS1A inhibition, H1N1 influenza, cell based functional assay (AID 504329); NS1A functional cell-based assay, percent inhibition; higher % means a stronger effect; 0.3% of 340,000 active; inhibition, % at 12.5 µM; hits with a dose series show IC50 in µM; in the data active = a potency from the dose series; inconclusive = inhibition above about 27% without an active follow-up result; also: strong numbers were not always called active
PhoP GFP inhibition: PhoP regulon inhibitors, Salmonella typhi PhoP promoter GFP reporter, confirmatory (AID 1850); Salmonella Typhi PhoP-promoter GFP reporter, fluorescence, 4 h; higher % means a stronger effect; inhibition, % at 50 µM; hits with a dose series show IC50 in µM; 0.33% of 310,000 active; in the data active = a potency from the dose series; inconclusive = inhibition mostly from about 25% at the one dose, without a potency; inactive = the rest, 99 in 100 with inhibition below about 19%;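 also: 0% = induced wells with vehicle and 100% = uninduced wells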
VEEV TC-83 Vero: inhibitors of VEEV TC-83 cytopathic effect, confirmation, Vero cells (AID 588727). Vero cells, VEEV TC-83 cytopathic effect inhibition; higher % means a stronger effect. inhibition, % at 20 µM; hits with a dose series show IC50 in µM. 0.13% of 350,000 active; in the data active = a potency from the dose series; inconclusive = inhibition mostly from about 14% at the one dose, without a potency; inactive = the rest, 99 in 100 with inhibition below about 12%; also: strong numbers were not always called active
M. tuberculosis HTS: M. tuberculosis growth inhibition, HTS (AID 449762) | M. tuberculosis H37Rv growth inhibition, 7H9 media; higher % means a stronger effect | inhibition, % at 25 µM, or IC50 in µM where a hit was titrated | 0.59% of 330,000 active; in the data active = a potency from the dose series; inconclusive = inhibition above about 70% without an active follow-up result;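 also: bacterial growth assessed after seven days of incubation; strong numbers were not always called active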
Numbers without * were called inactive; i = inactive; ? = inconclusive; nt = no result given. No enrichment for hits; any-hit rate near 1.5%.

SMILES	M. tuberculosis	H1N1 NS1A inhibition	PhoP GFP inhibition	VEEV TC-83 Vero	M. tuberculosis HTS
Cc1ccc(NC(=O)C2CCN(S(=O)(=O)c3ccc4c(c3)OCCO4)CC2)c(O)c1	-1%	2%	4%	0.9%	-2%
CC(=O)Nc1ccc(NC(=O)CSc2nc3[nH]ncc3c(=O)n2-c2ccccc2)cc1	-4%	-7%	-1%	i	-1%
CC(C)C(NC(=O)c1cccs1)c1nnc(SCC(=O)Nc2nccs2)n1C (centres undefined)	12%	-1%	-1%	1.9%	-7%
N=c1c(C(=O)NCC2CCCO2)cc2c(=O)n3ccccc3nc2n1C1CCCCC1 (centres undefined)	12%	5%	7%	0.3%	12%
O=C(c1cnn2c(C(F)(F)F)cc(-c3ccccc3)nc12)N1CCCc2ccccc21	5%	17%	5%	2.9%	-13%
Cc1cccc(CCNC(=O)c2cc(S(=O)(=O)N3CCCCC3)c[nH]2)c1	44%	3%	1%	1.5%	-3%
O=C(NC1CCCCC1)C(c1c(F)cccc1Cl)N(C(=O)c1csnn1)C1CC1 (centres undefined)	7%	-9%	-4%	0.3%	5%
O=C(Nc1ccc(Cc2ccncc2)cc1)c1ccc(Br)o1	-3%	5%	8%	i	-1%
Cc1cccnc1NC(=O)Nc1ccccc1	8%	-5%	-9%	1.1%	8%
CC(C)C[C@@H](CN)NC(=O)c1nc[nH]c1C(=O)N[C@@H](CC(=O)O)C(=O)CNC[C@H](C)NC(=O)c1nc[nH]c1C(=O)N[C@@H](CC(=O)O)C(=O)O	nt	-11%	nt	0.4%	nt
COc1ccc(-n2c(C)c(C(=O)O)c3cc(OC)c4ccccc4c32)cc1	2%	1%	-4%	5.3%	10%
Cc1nn(C)c(C)c1CNC(=O)Nc1cccc(Cl)c1C	-4%	-4%	-17%	i	-2%
O=C(CN1CCN(S(=O)(=O)c2ccccc2C(F)(F)F)CC1)NCc1cccs1	-1%	-9%	4%	7.3%	-7%
Cc1cc(C)nc(N2CCN(c3nc(-c4ccccc4)nc4c3oc3ccccc34)CC2)n1	nt	6%	nt	i	nt
CCOC(=O)C1Oc2ccccc2C(c2ccoc2)=C1C(=O)OC (centres undefined)	nt	16%	nt	0.6%	nt
COc1cc2c(C(=O)OCCN(C)C)c(CSc3ccccc3)n(C)c2cc1Br	32%	1%	-1%	1.3%	5%
CCNc1ccc(Br)cc(C(=O)/C=C/c2ccc(Cl)cc2Cl)c1=O	36%	16%	-6%	12µM*	-3%
CC(=O)Nc1ccc(CN2CCc3c([nH]c4ccccc34)C2C(C)(C)C)cc1 (centres undefined)	13%	-7%	10%	0.8%	-3%
O=C1C(Cl)=C(N2CCCC2)C(=O)N1c1ccccc1F	?	-13%	-7%	1.7%	2%
CC12CCC3c4ccc(OCC(=O)O)cc4CCC3C1CCC2=O (centres undefined)	nt	7%	nt	1.9%	nt
Cc1cc(C(F)(F)F)nc(SCC(=O)NC2CC3CCC2C3)n1 (centres undefined)	-8%	-6%	-9%	2.6%	2%
Cc1cc(C)cc(N(CC(=O)Nc2c(C)n(C)n(-c3ccccc3)c2=O)S(C)(=O)=O)c1	-27%	8%	-4%	1.0%	-11%
O=C1c2cccc(OCC(=O)N3N=C(c4cccs4)CC3c3ccc(F)cc3)c2CCN1Cc1cccnc1 (centres undefined)	2%	-4%	3%	9.0%	-7%
COc1cc(SC)ccc1C(=O)N1CCN(S(=O)(=O)/C=C/c2ccccc2)CC1	30%	3%	nt	1.1%	6%
Cc1cccc(OCc2nnc(SCC(=O)Nc3ccc(N4CCOCC4)cc3)o2)c1	17%	4%	2%	0.6%	0%
Cc1ccc(C)c(N2CCN(C(=O)C3CCCN(c4ncnc5c4nc4n5CCCCC4)C3)CC2)c1 (centres undefined)	62%	4%	-4%	7.5%	?
CCC(=O)c1ccc(N2CCN(C(=O)c3cc([N+](=O)[O-])ccc3N3CCN(C)CC3)CC2)c(F)c1	17%	2%	2%	i	-5%
Cc1cccc(C)c1N(CC(=O)N1CCOCC1)S(C)(=O)=O	-15%	-1%	8%	i	1%
Cc1ccc(C(=O)OCc2nnc(-c3ccc(Br)cc3)o2)cc1	26%	-1%	4%	2.0%	1%
CC(OC(=O)CN1C(=O)c2ccccc2C1=O)C(=O)NC1(C#N)CCCCC1 (centres undefined)	3%	-3%	nt	0.7%	2%
CC(=O)OCc1c(C(F)(F)F)nn(C)c1Oc1ccccc1	6%	-7%	-3%	2.1%	10%
O=C(Cc1ccccc1[N+](=O)[O-])N/N=C/c1cccnc1	-6%	1%	-6%	i	-3%
CCCCNC(=O)CC1Nc2ccccc2NC1=O (centres undefined)	nt	8%	-15%	0.8%	-4%
CC1[C@H]2Cc3ccc(O)cc3[C@]1(C)CCN2C (some centres undefined)	nt	11%	nt	0.6%	nt
CCn1c(Cc2ccccc2)nnc1SCc1ccc([N+](=O)[O-])cc1	14%	-5%	-2%	i	2%
O=C(NCCN1CCOCC1)c1ccccc1N1C(=O)[C@@H]2Cc3c([nH]c4ccccc34)C(c3ccc(F)cc3)N2C1=O (some centres undefined)	35%	-1%	4%	6.0%	-6%
O=C(Nc1ccccc1Cl)c1c(F)c(F)c(F)c(F)c1F	42%	0%	-13%	5.2%	?
COc1ccc(N2CC(NS(=O)(=O)c3ccc(F)cc3)CC2=O)cc1 (centres undefined)	-5%	-4%	3%	4.4%	-2%
COC(=O)N/N=C/c1c[nH]c2ccccc12	-14%	-3%	-3%	0.5%	2%
C/C(CC(=O)NC(C)(C)C)=N\NC(=O)COc1ccc(C)cc1Br	-8%	10%	-9%	0.9%	3%

Copied from the list.
O=C(Nc1ccccc1Cl)c1c(F)c(F)c(F)c(F)c1F in PhoP GFP inhibition is entered as -13%
COc1ccc(N2CC(NS(=O)(=O)c3ccc(F)cc3)CC2=O)cc1 (centres undefined) in VEEV TC-83 Vero is entered as 4.4%
CCCCNC(=O)CC1Nc2ccccc2NC1=O (centres undefined) in PhoP GFP inhibition is entered as -15%
COC(=O)N/N=C/c1c[nH]c2ccccc12 in H1N1 NS1A inhibition is entered as -3%
CC1[C@H]2Cc3ccc(O)cc3[C@]1(C)CCN2C (some centres undefined) in VEEV TC-83 Vero is entered as 0.6%
CCn1c(Cc2ccccc2)nnc1SCc1ccc([N+](=O)[O-])cc1 in M. tuberculosis is entered as 14%
O=C(Cc1ccccc1[N+](=O)[O-])N/N=C/c1cccnc1 in M. tuberculosis is entered as -6%

Following part:
SMILES	M. tuberculosis	H1N1 NS1A inhibition	PhoP GFP inhibition	VEEV TC-83 Vero	M. tuberculosis HTS
Cc1nc2scc(C)n2c(=O)c1S(=O)(=O)Nc1ccc(N2CCN(S(C)(=O)=O)CC2)cc1	-3%	6%	3%	4.0%	-7%
O=C(O)CCc1ccc(-c2ccccc2)n1-c1cccc(C(=O)O)c1	-5%	-5%	6%	0.8%	-11%
COc1cc2[nH]c(=S)nc(NCc3ccccc3)c2cc1OC	22%	1%	0%	0.6%	7%
CCOc1c(Br)cc(C(N)=O)cc1OCc1ccccc1	-5%	-11%	-6%	3.0%	8%
CN(C(=O)COC(=O)c1nc(Cl)c(Cl)c(Cl)c1Cl)C1CCS(=O)(=O)C1 (centres undefined)	nt	-10%	nt	8.4%	nt
O=C1CCCN1CCCN1CC(C(=O)N(CCO)Cc2ccccc2)CCC1=O (centres undefined)	-16%	-3%	-5%	3.4%	6%
CN1C(=O)CC(N2CCC(C(N)=O)(N3CCCCC3)CC2)C1=O (centres undefined)	61%	6%	1%	i	-5%
COc1cccc(NC(=O)CN(C)C(=O)CSc2nc(C)cc(C)n2)c1	0%	-7%	nt	2.7%	-3%
BrC(=C\c1ccccc1)/C=N/Nc1ccc2nncn2n1	-5%	5%	2%	5.2%	0%
C[C@H](NC(=O)N1CCn2c1nc1ccccc12)C(=O)NC1CC1	7%	0%	5%	0.3%	3%

Record cards, from the list above.
Listed for Cc1nc2scc(C)n2c(=O)c1S(=O)(=O)Nc1ccc(N2CCN(S(C)(=O)=O)CC2)cc1 → M. tuberculosis = -3%; H1N1 NS1A inhibition = 6%; PhoP GFP inhibition = 3%; VEEV TC-83 Vero = 4.0%; M. tuberculosis HTS = -7%
Listed for N=c1c(C(=O)NCC2CCCO2)cc2c(=O)n3ccccc3nc2n1C1CCCCC1 (centres undefined) → M. tuberculosis = 12%; H1N1 NS1A inhibition = 5%; PhoP GFP inhibition = 7%; VEEV TC-83 Vero = 0.3%; M. tuberculosis HTS = 12%

Five entries picked at random from those above:
SMILES	M. tuberculosis	H1N1 NS1A inhibition	PhoP GFP inhibition	VEEV TC-83 Vero	M. tuberculosis HTS
Cc1nc2scc(C)n2c(=O)c1S(=O)(=O)Nc1ccc(N2CCN(S(C)(=O)=O)CC2)cc1	-3%	6%	3%	4.0%	-7%
COc1cccc(NC(=O)CN(C)C(=O)CSc2nc(C)cc(C)n2)c1	0%	-7%	nt	2.7%	-3%
COc1cc2[nH]c(=S)nc(NCc3ccccc3)c2cc1OC	22%	1%	0%	0.6%	7%
CN(C(=O)COC(=O)c1nc(Cl)c(Cl)c(Cl)c1Cl)C1CCS(=O)(=O)C1 (centres undefined)	nt	-10%	nt	8.4%	nt
BrC(=C\c1ccccc1)/C=N/Nc1ccc2nncn2n1	-5%	5%	2%	5.2%	0%

The list goes on:
SMILES	M. tuberculosis	H1N1 NS1A inhibition	PhoP GFP inhibition	VEEV TC-83 Vero	M. tuberculosis HTS
O=C(NNC(=O)c1ccc(Br)s1)NC1CCCCC1	5%	-3%	-3%	i	-5%
C=CCn1c(=NC(=O)c2cccs2)sc2cc(NC(C)=O)ccc21	nt	-9%	nt	0.5%	-4%
COc1ccccc1NC1=CC(=O)CC(c2ccccc2)C1 (centres undefined)	-8%	0%	-7%	0.7%	3%
Cc1ccc(C(=O)OCC(=O)Nc2ccccc2N2CCOCC2)cc1	11%	8%	-1%	7.1%	3%
COc1cc(C(=O)Nc2ccc(OCC(=O)O)cc2)cc(OC)c1OC	-3%	0%	0%	1.1%	2%
COc1ccc(C(CNC(=O)c2cccc(S(=O)(=O)Nc3ccccc3OC)c2)N2CCOCC2)cc1 (centres undefined)	15%	-4%	-7%	0.7%	7%
Cn1c(=O)[nH]c(=O)c2c1nc(N1CCCCC1)n2CC(O)COc1ccc([N+](=O)[O-])cc1 (centres undefined)	10%	-1%	-11%	8.5%	-4%
c1ccc(C2=Nn3c(nnc3-c3ccco3)SC2)cc1	23%	11%	-9%	i	2%
COC(=O)C1=C(C)Nc2c(c(=O)n(C)c(=O)n2C)C1c1cccc(O)c1 (centres undefined)	3%	4%	4%	i	4%
COc1ccc(C(=O)CCC(=O)Nc2cccnc2)c(OC)c1	-3%	-5%	-2%	0.3%	2%
Cc1cc(C)c(S(=O)(=O)c2ccccc2C(=O)O)c(C)c1	-4%	-4%	3%	1.2%	7%
CC(C)CNC(=O)CSc1nnc(-c2ccc(Cl)cc2)n1N	10%	0%	2%	i	3%
Nc1nc(-c2ccccc2)cn1N	-9%	11%	8%	2.5%	-5%
COc1ccc(N2C(=O)NC3CC2(C)Oc2ccccc23)cc1 (centres undefined)	0%	-3%	4%	0.7%	-3%
CC1CC(C)CN(CCCNC(=O)CCC(=O)N2CC(C)Oc3ccccc32)C1 (centres undefined)	-9%	3%	5%	i	6%
CC(Sc1ccccc1)C(=O)N/N=C/c1ccccc1 (centres undefined)	9%	-6%	11%	5.2%	4%
CCCCc1nc2cc(C(=O)N3CCCCC3CCNC(C)=O)ccc2o1 (centres undefined)	-9%	9%	-1%	i	8%
CN(CCc1ccccc1)C(=O)c1ccc(NC(=O)Cc2ccc(NC(=O)C3CCN(C(=O)CCc4ccccc4)CC3)cc2)cc1	nt	-7%	nt	1.0%	nt
COc1ccc(-n2nc(C(=O)NCC(=O)NCC3CCCO3)c3ccccc3c2=O)cc1Cl (centres undefined)	10%	-4%	0%	7.7%	-6%
Cc1c(NC(=O)c2nn3c(C(F)(F)F)cc(-c4ccccc4)nc3c2Br)c(=O)n(-c2ccccc2)n1C	1%	4%	-22%	0.9%	0%
Cc1cc(C)c2nc(C(F)(F)F)nc(N3CC(C)OC(C)C3)c2c1 (centres undefined)	0%	-8%	3%	0.5%	11%
O=S(=O)(NCc1ccccc1)c1ccc(S(=O)(=O)N(Cc2cccs2)CC2CCCO2)cc1 (centres undefined)	16%	-1%	-6%	i	3%
c1nc2nc3c(c(N4CCNCC4)n2n1)CCCC3	0%	nt	0%	nt	-4%
Cc1cc(C(=O)N/N=C/c2cccc([N+](=O)[O-])c2)c(C)n1-c1ccccc1	4%	-12%	-4%	2.9%	5%

Screening results: PubChem BioAssay, Southern Research Specialized Biocontainment Screening Center
